# Compound activity from PubChem BioAssay.
# influenza NS1A: H1N1 influenza NS1A inhibitors, functional cell based assay (AID 504329); NS1A functional cell-based assay, percent inhibition; higher % means a stronger effect; hit rate 0.3% among 340,000; inhibition, % at 12.5 µM; hits with a dose series show IC50 in µM; in the data active means a potency from the dose series; inconclusive means inhibition above about 27% without an active follow-up result; further: strong numbers were not always called active
# Salmonella PhoP GFP: PhoP regulon inhibitors, Salmonella typhi PhoP promoter GFP reporter, confirmatory (AID 1850); Salmonella Typhi PhoP-promoter GFP reporter, fluorescence, 4 h; higher % means a stronger effect; one-dose inhibition, % at 50 µM; IC50 in µM for titrated hits; hit rate 0.33% among 310,000; in the data active means a potency from the dose series; inconclusive means inhibition mostly from about 25% at the one dose, without a potency; inactive means the rest, 99 in 100 with inhibition below about 19%;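 further: 0% = induced wells with vehicle and 100% = uninduced wells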
# tuberculosis growth: growth inhibition of non-replicating M. tuberculosis (AID 488890) | Mycobacterium tuberculosis non-replicating, growth inhibition; higher % means a stronger effect | inhibition, % at 25 µM, or IC50 in µM where a hit was titrated | hit rate 0.39% among 320,000; in the data active means a potency from the dose series; inconclusive means inhibition mostly from about 82% at the one dose, without a potency; inactive means the rest, 99 in 100 with inhibition below about 76%;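 further: plate controls were DMSO cells for no effect and high antibiotic wells for full effect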
# M. tuberculosis HTS: M. tuberculosis growth inhibition, HTS (AID 449762); M. tuberculosis H37Rv growth inhibition, 7H9 media; higher % means a stronger effect; inhibition, % at 25 µM, or IC50 in µM where a hit was titrated; hit rate 0.59% among 330,000; in the data active means a potency from the dose series; inconclusive means inhibition above about 70% without an active follow-up result;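 further: bacterial growth assessed after seven days of incubation; strong numbers were not always called active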
# VEEV TC-83 Vero: inhibitors of VEEV TC-83 cytopathic effect, confirmation, Vero cells (AID 588727) | hit rate 0.13% among 350,000 | one-dose inhibition, % at 20 µM; IC50 in µM for titrated hits | Vero cells, VEEV TC-83 cytopathic effect inhibition; higher % means a stronger effect; in the data active means a potency from the dose series; inconclusive means inhibition mostly from about 14% at the one dose, without a potency; inactive means the rest, 99 in 100 with inhibition below about 12%; further: strong numbers were not always called active
# VEEV TC-83 Vero 10K pilot screen: also measured in VEEV TC-83 Vero; calls as there; inhibition, %; measured here: 10K pilot screen inhibition
# Active calls of the source: *; i = inactive; u = inconclusive; x = not tested or not shown; & = joins results of further samples.
SMILES,influenza NS1A,Salmonella PhoP GFP,tuberculosis growth,M. tuberculosis HTS,VEEV TC-83 Vero,others
CC(C)(C)NC(=O)NC(=O)CN1CCN(c2ccccc2O)CC1,-3%,-5%,30%,14%,0.5%,
c1ccc(-n2cnc3cc(NCc4ccccn4)ccc32)cc1,2%,6%,54%,u,1.7%,
Cc1nn(-c2ccccc2)c(N2CCCCC2)c1/C=N/NC(=O)c1ccncc1,3%,0%,68%,u,0.0%,
COc1ccc(-c2nnc(SCC(=O)N3CCCCC3)o2)cc1OC,1%,-5%,u,-6%,0.6%,
CC(=O)c1cccc(CN2CCC(CO)(Cc3ccccc3)CC2)c1,0%,2%,30%,0%,i,
COCCNc1nc(-c2cc(-c3ccc(Cl)cc3)on2)cc(C(C)C)n1,-6%,0%,9%,u,0.9%,
COC(=O)CSc1nnc(CNS(=O)(=O)c2ccc(C)cc2)n1C,-1%,-6%,-5%,-14%,0.7%,
CCc1cc(C(=O)c2ccc(OC)cc2)c(NC(=O)CN2CCN(C)CC2)s1,3%,-7%,42%,22%,63%,
CC(C)Sc1ncc(S(=O)(=O)c2ccccc2)c(=O)[nH]1,-4%,-15%,14%,-1%,1.6%,
CCOP1(=O)OCC2OC(n3cnc4c(N)ncnc43)C(O)C2O1 (centres undefined),21%,0%,-8%,0%,i,
COc1ccc(C(=NN)c2ccc(OC)cc2)cc1,0%,1%,7%,3%,1.4%,
CN(CC(=O)N1CCN(c2ccccc2)CC1)C1CCCc2ccccc21 (centres undefined),10%,4%,20%,-2%,1.3%,
N#C/C(=C\c1ccc(OCc2ccc(C(=O)O)cc2)cc1)C(=O)NCc1ccccc1,-2%,-5%,10%,10%,1.7%,
COc1ccc(N2CCN(C(=O)NC(=O)c3ccc(Cl)cc3)CC2)cc1,20%,0%,6%,-6%,1.7%,
Cc1cc(C)cc(NC(=S)NCc2cccs2)c1,-9%,-1%,73%,10%,i,
CCOC(=O)c1c(N2C(=O)Nc3ccccc3N2O)n[nH]c1-c1cccc(Cl)c1,0%,-1%,8%,-4%,i,
COCCCNC(=O)CSC1=Nc2ccccc2C2=NC(c3ccccc3)C(=O)N12 (centres undefined),4%,2%,12%,3%,2.6%,
Cn1ccc(NC(=O)c2ccc(Cl)cc2)n1,-7%,x,-29%,-15%,1.8%,
Cc1ccc2c(=O)n3c(nc2c1)C(Cc1ccc(O)cc1)NC(=O)c1ccc(Cl)cc1-3 (centres undefined),x,x,26%,-4%,x,
COc1ccc(CCn2c(C)cc(C(=O)COC(=O)c3ccc(NC(=O)CC#N)cc3)c2C)cc1,-7%,-6%,48%,u,6.9%,
CN(C)Cc1c(C(=O)N/N=C/c2ccccc2OCc2c(F)cccc2Cl)nnn1-c1nonc1N,9%,-6%,3%,4%,0.8%,
CCOC(=O)CNC(=S)N(CCCN1CCN(C)CC1)Cc1cccs1,-15%,1%,-9%,1%,i,
CCN(CC)C(=O)Cc1cc(C(=O)O)c2ccccc2n1,2%,-9%,5%,3%,0.1%,
Cn1nc(-c2ccc(NCCO)c([N+](=O)[O-])c2)c2ccccc2c1=O,8%,4%,-5%,14%,9.3%,
CN(C)C(=O)N1CCC(C(=O)NCC2CCCO2)CC1 (centres undefined),-10%,-3%,15%,-3%,0.4%,
COc1ccc(CCN2CCCn3c2nc2c3c(=O)[nH]c(=O)n2C)cc1OC,21%,4%,-16%,-1%,i,
CCN1C(=O)c2cccc3c(N)ccc1c23,1%,-17%,28%,5%,10%,
CC(C)OP(=O)(c1ccc(N(C)C)cc1)C(O)c1ccc(Br)cc1 (centres undefined),-18%,-7%,5%,-12%,2.4%,
COc1ccc(CNC2CCN(Cc3ccccc3)CC2)cc1,-53%,5%,4%,-1%,0.2%,
O=C(Nc1cccc(NC(=O)c2ccc(-c3ccc(Br)cc3)o2)c1)c1ccco1,5%,7%,9%,20%,2.8%,
COC(=O)c1ccc(C2C(Oc3ccccc3)C(=O)N2CCc2ccc(F)cc2)cc1 (centres undefined),0%,6%,6%,6%,i,
C(CCc1nn[nH]n1)CCC1CCCCC1,-20%,x,x,x,1.3%,
COCCn1c(=NC(=O)c2nc3ccccc3s2)sc2cc(S(C)(=O)=O)ccc21,3%,8%,3%,3%,2.7%,
Clc1ccsc1-c1ccc2ccccc2n1,-6%,-1%,8%,1%,0.0%,
N#C/C(=C\c1cccnc1)C(=O)Nc1ccc(S(N)(=O)=O)cc1,-5%,4%,-12%,-12%,3.2%,
O=C(Nc1ccc(C(=O)OC2CCCCC2)cc1)c1ccncc1,-8%,-4%,u,u,2.0%,
Cc1cc(=O)oc2cc(NC(=O)C(C)N3C(=O)C4CCCCC4C3=O)ccc12 (centres undefined),-7%,x,-36%,-4%,1.6%,
Cc1oc(-c2ccccc2Cl)nc1CS(=O)CC(=O)NCCc1ccccc1 (centres undefined),14%,-5%,5%,-2%,i,
Cc1cc(C)cc(N(C(=O)CCC(=O)Nc2ccccn2)C(C(=O)NC(C)C)c2ccc(O)cc2)c1 (centres undefined),x,-7%,-2%,-1%,x,
O=C(NCCN1CCCCC1)Nc1ccccc1Cl,-6%,4%,-10%,12%,i,
COc1cccc(C2c3[nH]c4ccccc4c3C[C@H]3C(=O)N(CCCO)CC(=O)N23)c1OC (some centres undefined),0%,-5%,-13%,-4%,0.1%,
COc1ccc(Cl)cc1NC(=O)COC(=O)C(CC(C)C)N1C(=O)C2CC=CCC2C1=O (centres undefined),-5%,14%,1%,-2%,1.5%,
CC1(C)C(=O)Nc2ccccc2N1C(=O)COc1ncnc2c(Cl)cc(Cl)cc12,-9%,-6%,15%,7%,i,
CC1CCCCN1CCNC(=O)c1ccc2c(c1)N(Cc1ccccc1)C(=O)c1ccccc1S2(=O)=O (centres undefined),1%,-7%,20%,0%,3.2%,
C/C(=N/NC(=O)CN1CCN(Cc2ccccc2Cl)CC1)c1ccncc1,0%,-1%,-6%,-4%,0.3%,
CC1CCN(S(=O)(=O)c2cccc(C(N)=O)c2)CC1,-8%,-11%,0%,5%,i,
CCCCN(C)CCOc1ccccc1OCC,-6%,-2%,-1%,-11%,0.7%,
CC(C)NC(=O)Cn1cc(C(=O)c2ccccc2F)c2ccccc21,-13%,2%,1%,-5%,i,
CC1Cc2nc(SCC(=O)N3CCCC3)n(C)c(=O)c2S1 (centres undefined),4%,-11%,32%,-3%,i,VEEV TC-83 Vero 10K pilot screen=0.5
CC(C)(C)NC(=O)CN(C(=O)C(=O)Nc1ccc2c(c1)OCCO2)N1CCOCC1,7%,-7%,-3%,-1%,2.3%,
COc1ccc(-c2cc(C(F)F)n3ncc(C(=O)n4ccnc4C)c3n2)cc1,2%,-5%,-10%,0%,3.9%,
CC(C)NC(=O)/C(C#N)=C\c1ccc(N(C)C)o1,-3%,-14%,11%,-4%,6.9%,
COc1ccccc1OCCC(=O)OCC(=O)Nc1ccc(Br)cc1F,0%,-8%,68%,-3%,0.5%,
CCn1cc([N+](=O)[O-])c(C(=O)Nc2ccc(Br)cn2)n1,18%,2%,2%,-2%,i,
O=C(CCS(=O)(=O)c1cccs1)N1CCCC1,1%,-4%,25%,1%,3.7%,
CCC(=O)c1ccc(OCC(=O)Nc2nc(C)cs2)cc1,-1%,x,x,u,2.1%,
Cc1c(Cl)c([N+](=O)[O-])nn1CCCC(=O)Nc1c(Cl)cccc1Cl,-1%,-11%,-2%,12%,1.1%,
Cc1c(C(=O)O)sc2nc(/C=C/c3cccc(O)c3)[nH]c(=O)c12,-19%,2%,-9%,-1%,0.6%,
COc1ccccc1N(CC(O)CN(c1ccccc1)S(C)(=O)=O)S(=O)(=O)c1ccccc1 (centres undefined),-1%,-7%&2%,8%,-2%,i,
Cc1cc(C)c(S(=O)(=O)N2CCCOC2CNC(=O)C(=O)NCCC2=CCCCC2)c(C)c1 (centres undefined),7%,-17%,2%,-4%,2.4%,
# Additional structures
SMILES,influenza NS1A,Salmonella PhoP GFP,tuberculosis growth,M. tuberculosis HTS,VEEV TC-83 Vero,others
O=C(Cn1nc(Cl)nc1Cl)c1ccc(F)cc1,-9%,-4%,20%,-6%,1.3%,
CC1(C)CC(=O)C=C(Nc2cccc(F)c2)C1,-9%,-8%,-5%,2%,i,
CCC1Cc2c(nc(N)c3c(N)nc(N4CCCCC4)c(C#N)c23)O1 (centres undefined),-12%,10%,32%,2%,6.4%,
CCc1ccc(N2Cc3ccccc3C2)cc1,16%,12%,59%,46%,0.5%,
CCC(C(=O)NCc1ccco1)n1nc(C)c2c(C)n(-c3ccc(C)cc3)nc2c1=O (centres undefined),7%,-3%,3%,2%,0.2%,
O=c1c(-c2ccccc2)c(O)c2c(n1-c1ccccc1)CCCC2,2%,4%,13%,9%,0.1%,
N#CCc1nn(-c2ccc(Cl)cc2)c(N)c1C#N,-1%,0%,2%,-2%,1.0%,
Cc1ccnc(SC2CC(=O)N(c3ccc(F)cc3)C2=O)n1 (centres undefined),0%,0%,-3%,-1%,0.3%,
Cc1ccc2cc(C#N)c(N3CCN(C(=O)c4cccs4)CC3)nc2c1,-6%,-2%,23%,5%,9.2%,
CC(CCN1CCC(n2nccc2NC(=O)c2ccccc2Cl)CC1)c1ccccc1 (centres undefined),-5%,-15%,22%,16%,i,
CC(C)(O)[C@@H]1Cc2c(ccc3ccc(=O)oc23)O1,-20%,0%,1%,-6%,1.0%,
COC(=O)c1ccc(CSc2ccccc2C)o1,-3%,-8%,31%,1%,2.8%,

# Five compounds already listed, sorted by formula weight, falling:
SMILES,influenza NS1A,Salmonella PhoP GFP,tuberculosis growth,M. tuberculosis HTS,VEEV TC-83 Vero,others
Cc1ccc2cc(C#N)c(N3CCN(C(=O)c4cccs4)CC3)nc2c1,-6%,-2%,23%,5%,9.2%,
Cc1ccnc(SC2CC(=O)N(c3ccc(F)cc3)C2=O)n1 (centres undefined),0%,0%,-3%,-1%,0.3%,
COC(=O)c1ccc(CSc2ccccc2C)o1,-3%,-8%,31%,1%,2.8%,
CC(C)(O)[C@@H]1Cc2c(ccc3ccc(=O)oc23)O1,-20%,0%,1%,-6%,1.0%,
CCc1ccc(N2Cc3ccccc3C2)cc1,16%,12%,59%,46%,0.5%,

# The listing picks up, starting 2 compounds before the break.
SMILES,influenza NS1A,Salmonella PhoP GFP,tuberculosis growth,M. tuberculosis HTS,VEEV TC-83 Vero,others
CC(C)(O)[C@@H]1Cc2c(ccc3ccc(=O)oc23)O1,-20%,0%,1%,-6%,1.0%,
COC(=O)c1ccc(CSc2ccccc2C)o1,-3%,-8%,31%,1%,2.8%,
Clc1ccc2c(c1)C(c1ccccc1Cl)=NCc1nncn1-2,-16%,-2%,-9%,-5%,i,
Cc1c(NC(=O)C(C)OC(=O)CCC2CCCC2)c(=O)n(-c2ccccc2)n1C (centres undefined),-1%,3%,-14%,3%,i,
Cc1cc(C(=O)Cn2nnc(-c3ccc(Cl)cc3)n2)c(C)n1-c1ccccc1,-12%,-10%,21%,-6%,1.5%,
CO/N=C/NC(=O)C1=NOC(CNc2ncc(C(F)(F)F)cc2Cl)C1 (centres undefined),-23%,-6%,16%,1%,1.2%,
CC12CCC3C(CCC4N(CCO)CCC34C)C1CCC2O (centres undefined),21%,-7%,-14%,-11%,0.8%,
COc1ccccc1C(=O)NC(=O)COC(=O)c1nc(Cl)ccc1Cl,-5%,-5%,5%,-5%,0.1%,
COc1ccc(OC2OC3COC(c4ccco4)OC3C(O)C2NC(C)=O)cc1 (centres undefined),21%,-4%,-18%,3%,0.5%,
CCOC(=O)c1[nH]c2ccc(F)cc2c1NC(=O)CN1CCc2cc(OC)c(OC)cc2C1,x,4%,43%,11%,x,
CC(=O)Nc1ccc(NC(=O)N(c2ccccc2)c2ccccc2)cc1,2%,4%,3%,3%,0.5%,
Cc1cc(=O)n2c3ccccc3n(CC(O)CN3CCCC3)c2c1C#N (centres undefined),-2%,-4%,17%,8%,i,
O=C(CCN1C(=O)S/C(=C/c2ccccc2)C1=O)Nc1ccc(O)c(C(=O)O)c1,-1%,8%,-13%,4%,8.6%,
N#CCC(=O)Nc1ccc(C(=O)OCC(=O)c2ccc3c(c2)NC(=O)CO3)cc1,-6%,x,13%,-1%,0.2%,
O=C(Cc1ccc(-c2ccccc2)cc1)Nc1ccccc1,5%,-3%,41%,8%,3.1%,
C/C(=N\NC(=O)c1cccs1)c1ccncc1,-31%,1%,72%,-5%,1.9%,
Cc1cc(C)nc(N(C#N)CN2C(=O)c3ccccc3S2(=O)=O)n1,-6%,3%,1%,10%,1.3%,
O=C(CN1CCN(c2ccccc2)CC1)Nc1ccccc1C(F)(F)F,-4%,-6%,11%,-2%,5.8%,
